Screens as filed in PubChem.
Rac1 mut GTP = modulators of GTP binding to human Rac1 activated mutant | P63000 | GST-Rac1 activated beads, fluorescent GTP binding, flow cytometry; actives lie on both sides; 100% means binding = to untreated wells | percent activity (GTP binding), % at 10 µM | 0.11% of 190,000 active | AID 764;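 active = GTP binding at least 20 percentage points away from the 100% baseline, in either direction, so actives lie on both sides; inconclusive = Compound likely fluorescent itself, or too few beads counted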
Rab7 wt modul = modulators of GTP binding to dog Rab7 wildtype GTPase; GST-Rab7 beads, fluorescent GTP binding, flow cytometry; actives lie on both sides; untreated = 100%, excess cold GTP = 0%; GTP binding activity (percent of control), % at 10 µM; 0.055% of 190,000 active;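 active = fluorescent GTP binding to Rab7 beads changed by at least 20 points from the 100% baseline, either direction, mostly lower; inconclusive = compound itself probably fluorescent, or too few beads counted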;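 note: median green fluorescence of bound Bodipy-FL-GTP per Rab7 bead population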
ABCG2 inh = human ABCG2 inhibition, ABCB1 as counter-screen. Q9UNQ0. IgMXP3 cells, JC-1 efflux, flow cytometry. inhibition, % at 6.6 µM. 0.1% of 190,000 active. AID 1325;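 active = inhibition above 80%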;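 note: 0% = DMSO and 100% = nicardipine control wells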
Target sequence (Q9UNQ0 whole entry, looked up): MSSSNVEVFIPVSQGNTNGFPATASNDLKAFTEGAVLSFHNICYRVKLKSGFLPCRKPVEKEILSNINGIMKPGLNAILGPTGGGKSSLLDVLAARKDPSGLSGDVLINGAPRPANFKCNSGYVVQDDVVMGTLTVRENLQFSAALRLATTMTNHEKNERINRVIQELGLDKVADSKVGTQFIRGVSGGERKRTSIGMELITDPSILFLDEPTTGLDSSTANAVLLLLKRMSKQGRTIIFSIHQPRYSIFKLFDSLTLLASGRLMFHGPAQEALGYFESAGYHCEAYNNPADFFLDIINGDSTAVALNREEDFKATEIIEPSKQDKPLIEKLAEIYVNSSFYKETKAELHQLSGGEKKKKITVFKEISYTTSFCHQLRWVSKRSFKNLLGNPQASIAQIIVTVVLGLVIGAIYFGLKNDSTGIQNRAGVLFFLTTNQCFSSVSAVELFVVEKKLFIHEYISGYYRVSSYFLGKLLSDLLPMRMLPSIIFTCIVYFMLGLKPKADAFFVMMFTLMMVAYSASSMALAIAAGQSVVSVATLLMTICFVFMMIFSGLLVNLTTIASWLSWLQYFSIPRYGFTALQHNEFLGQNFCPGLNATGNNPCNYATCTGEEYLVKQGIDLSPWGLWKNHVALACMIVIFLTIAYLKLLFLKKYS
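Test system: IgMXP3 (ABCG2) plus far-red-tagged CCRF-Adr (ABCB1) cells. Reagent: JC-1 dye as substrate. Timing: 10 min exposure at 25 °C with rotation, no wash. Measured by: flow cytometric JC-1 green MFI at 530 nm. Read-out: percent efflux inhibition, scaled nicardipine 100% to DMSO 0%. Control set: nicardipine and DMSO wells.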
Pf gametocyte = P. falciparum stage V gametocyte viability inhibition | P. falciparum stage V gametocytes, ATP luminescence, 24 h | AID 743093 | 0.065% of 150,000 active | inhibition, % at 10.9 µM;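 active = inhibition above the mean plus 3 SD of compounds within the control limits, set per campaign, cut at about 38% in these data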;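 note: 0% = DMSO wells and 100% = medium only without gametocytes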
Avidin fluor = avidin bead compound fluorescence profile | Avidin beads, compound fluorescence 488/530 nm, flow cytometry; hits give high values | fluorescence (KMESF) at 10 µM | 0.38% of 220,000 active | AID 1775; in the data active = fluorescence above about 47; note: inactives centre near 10
ABCB1 block = inhibitors of human ABCB1 transporter, ABCG2 counter-screen | AID 1326 | 0.067% of 190,000 active | P08183 | CCRF-Adr cells, JC-1 efflux, flow cytometry | inhibition, % at 6.6 µM; in the data active = inhibition above about 40%;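 note: 0% = vehicle and 100% = reference inhibitor; higher value means more JC-1 retained so stronger ABCB1 efflux block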
Cdc42 wt = modulators (inhibitors or activators) of GTP binding to human Cdc42 wildtype; 0.2% of 190,000 active; P60953; GST-Cdc42 beads, Bodipy-GTP binding, flow cytometry; actives lie on both sides; AID 761; percent activity (GTP binding), % at 10 µM;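 active = percent activity GTP binding at least 20 points away from the 100% baseline, either down as inhibitor or up as activator; inconclusive = compound flagged as likely green fluorescent from well-wide comparison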;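 note: median bead fluorescence of bound Bodipy-FL-GTP at 100 nM; 0% = excess unlabeled GTP control and 100% = no compound control; below 100% means less GTP binding so inhibitor and above means activator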
Target sequence (P60953 whole entry, looked up): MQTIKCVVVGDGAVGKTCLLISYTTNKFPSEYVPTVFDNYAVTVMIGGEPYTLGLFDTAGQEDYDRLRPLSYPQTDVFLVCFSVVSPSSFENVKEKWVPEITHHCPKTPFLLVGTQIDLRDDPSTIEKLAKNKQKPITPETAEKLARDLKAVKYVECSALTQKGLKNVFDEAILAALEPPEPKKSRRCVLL
Rac1 wt modul = human Rac1 wildtype GTP binding, inhibitors and activators; P63000; 0.27% of 190,000 active; GST-Rac1 beads, fluorescent GTP binding, flow cytometry; actives lie on both sides; 0 = cold GTP competed, 100 = untreated; GTP binding activity (% of control), % at 10 µM;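 active = GTP binding activity at least 20 points away from the 100% control level, either lower or higher; inconclusive = compound flagged as likely green fluorescent, judged across all proteins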
HRas wt GTP = modulators of GTP binding to human HRas wildtype; P01112; GST-Ras wt beads, Bodipy-FL-GTP binding, flow cytometry; actives lie on both sides; GTP binding activity, % at 10 µM; 0.14% of 190,000 active; AID 759;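 active = GTP binding activity at least 20% away from the 100% baseline, either lowered as inhibitor or raised as activator; inconclusive = flagged as likely green fluorescent, judged across all proteins in the well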;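 note: 0% = unlabeled GTP competition control and 100% = no-compound control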
Target sequence (P01112 whole entry, looked up): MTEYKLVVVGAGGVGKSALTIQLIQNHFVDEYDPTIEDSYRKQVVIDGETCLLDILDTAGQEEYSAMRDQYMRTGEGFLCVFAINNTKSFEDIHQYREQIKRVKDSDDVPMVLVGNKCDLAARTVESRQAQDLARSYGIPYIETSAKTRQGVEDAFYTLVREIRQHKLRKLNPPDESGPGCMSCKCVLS
Rab2 wt GTP = changes GTP binding to wildtype dog Rab2A, up or down. 0.19% of 190,000 active. GST-Rab2 wt beads, Bodipy-GTP binding, flow cytometry. GTP binding activity, % at 10 µM. P61105;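 active = GTP binding activity at least 20 points away from 100%, either lowered or raised; inconclusive = signal likely due to the compound's own green fluorescence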;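 note: 0% = beads with excess unlabeled GTP and 100% = no-compound control corrected for plate trend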
GSH bead fluor = compound fluoresces at 488/530 nm on GSH beads | GSH beads flow cytometry, compound fluorescence 488/530 nm; hits give high values | 0.25% of 190,000 active | fluorescence (KMESF) at 10 µM; in the data active = fluorescence above about 89;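 note: glutathione beads carrying GST-tagged Bcl family fusion proteins plus one bare bead set; values are compound well signal with DMSO vehicle wells as background; inactives centre near 16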
An asterisk follows results filed as active; u = inconclusive; x = no result given.

SMILES	Rac1 mut GTP	Rab7 wt modul	ABCG2 inh	Pf gametocyte	Avidin fluor	ABCB1 block	Cdc42 wt	Rac1 wt modul	HRas wt GTP	Rab2 wt GTP	GSH bead fluor
CCOC(=O)c1ccc(N2C(=O)CC(N(Cc3ccc4c(c3)OCO4)C(=O)Nc3ccccc3)C2=O)cc1 (stereo not given)	101	102	20	x	14	3.0	100	99	101	100	19
Cc1ccccc1OCC(=O)Nc1ccc2c(c1)COC2=O	101	104	3	15	10	1.1	98	102	103	103	62
O=C1C2C3C=CC([C@@H]2C(=O)N1Cc1cccnc1)C31CC1 (stereo not given in full)	102	98	0	x	38	0.1	107	104	104	103	15
COc1ccc(O)c(C(=O)c2cnc3onc(C)c3c2)c1	99	96	2	x	37	0.1	97	100	97	96	15
Cc1nnc(SC(C(=O)Nc2ccc(Cl)c([N+](=O)[O-])c2)c2ccccc2)[nH]c1=O (stereo not given)	88	93	-2	7	10	-0.6	90	94	90	92	16
CCOC(=O)N1CCN(S(=O)(=O)c2ccc([N+](=O)[O-])cc2)CC1	93	96	0	-9	16	0.0	96	90	95	98	10
CC1=C(C#N)CCC(=O)N1Cc1c(F)cccc1Cl	99	101	0	-12	14	0.1	96	99	99	99	11
CC(CCc1ccco1)NC(=O)c1cc2c(-c3ccccc3F)nn(C)c2s1 (stereo not given)	95	95	-4	x	7	-2.1	96	98	95	95	17
N#Cc1c(-c2ccccc2)c(-c2ccccc2)n(Cc2ccco2)c1NC(=O)c1cccs1	95	94	18	x	33	2.0	101	103	97	96	24
N#Cc1cc(-c2ccc(Cl)cc2)cn(Cc2c(Cl)cccc2Cl)c1=O	97	101	1	x	9	0.3	97	99	99	98	23
CN(C)c1oc(-c2ccccc2Cl)nc1P(=O)(c1ccccc1)c1ccccc1	93	96	5	x	11	0.8	95	102	94	94	43
CN=C1NN=C(c2cc(C)n(-c3c(C)n(C)n(-c4ccccc4)c3=O)c2C)CS1	98	96	0	7	13	0.5	103	100	98	98	10
COc1ccc(CNCCSc2nnnn2C)c(OC)c1OC	95	97	5	-10	13	0.8	94	102	98	98	13
CC1(C)CC(CC(=O)O)(c2ccc(F)cc2)CCO1 (stereo not given)	98	98	0	x	7	0.3	102	100	100	100	26
Cc1cccc(NC(=S)N(CCN(C)C)Cc2cccs2)c1	96	96	-1	0	9	-0.3	104	102	101	99	21
CCOC(=O)c1c(N)sc(C(O)(C(F)(F)F)C(F)(F)F)c1-c1ccccc1	96	96	21	-6	12	-0.8	96	98	95	96	37
Clc1cccc(Cl)c1CSc1nnc(CN2CCOCC2)n1-c1ccccc1	101	103	3	x	13	1.1	104	108	105	102	65
Cc1nc(C)c(CCNC(=O)c2ccc(C(F)(F)F)cc2)s1	100	101	0	6	13	-0.1	103	102	101	102	19
COc1cccc(OC)c1OCc1cc(C2C3CCCC=C3C(C#N)=C(N)C2(C#N)C#N)c(C)cc1C (stereo not given)	95	95	5	x	24	0.8	92	98	95	95	17
O=[N+]([O-])c1cccc2c(Cl)ccnc12	94	106	14	-10	10	0.0	95	98	97	99	8
CCCC(=O)NCc1nc2ccccc2n1C	u	u	0	x	11	-0.2	u	u	u	u	32
Cn1c(=O)c2c(nc(NCc3cccnc3)n2Cc2cccc(C(F)(F)F)c2)n(C)c1=O	99	104	49	-4	32	3.1	100	104	101	101	23
COc1cc(C2C3C(=O)N(c4ccccc4)C(=O)C3ON2c2ccccc2)ccc1O (stereo not given)	100	100	0	x	38	0.2	101	101	100	99	29
CSc1nnnn1-c1ccc(C)c(Cl)c1	97	103	1	x	5	0.3	98	97	97	94	10
Cc1c(Cl)cccc1NC(=O)Cn1nnc(C(=O)NCc2cccs2)c1N	98	97	-1	10	9	0.3	100	103	99	99	11

Pulled by structure from above:
SMILES	Rac1 mut GTP	Rab7 wt modul	ABCG2 inh	Pf gametocyte	Avidin fluor	ABCB1 block	Cdc42 wt	Rac1 wt modul	HRas wt GTP	Rab2 wt GTP	GSH bead fluor
Clc1cccc(Cl)c1CSc1nnc(CN2CCOCC2)n1-c1ccccc1	101	103	3	x	13	1.1	104	108	105	102	65
Cn1c(=O)c2c(nc(NCc3cccnc3)n2Cc2cccc(C(F)(F)F)c2)n(C)c1=O	99	104	49	-4	32	3.1	100	104	101	101	23
Cc1ccccc1OCC(=O)Nc1ccc2c(c1)COC2=O	101	104	3	15	10	1.1	98	102	103	103	62

Following part:
SMILES	Rac1 mut GTP	Rab7 wt modul	ABCG2 inh	Pf gametocyte	Avidin fluor	ABCB1 block	Cdc42 wt	Rac1 wt modul	HRas wt GTP	Rab2 wt GTP	GSH bead fluor
CCCc1nc(NCc2ccco2)c(C#N)c2c1COC(C)(C)C2	103	102	19	x	43	1.4	106	108	104	104	19
C=CCSc1nc2c(c(=O)[nH]1)C(C(C)C)C(C#N)=C(N)O2 (stereo not given)	97	98	1	x	7	0.7	98	101	99	99	24
Cc1n[nH]c(=O)nc1N/N=C/c1cccs1	96	97	3	5	16	0.1	99	94	94	96	16
COc1ccc(N2CC(C(=O)NCCc3ccc(OC)c(OC)c3)CC2=O)cc1 (stereo not given)	100	102	3	-5	17	1.1	101	101	102	101	25
Cc1ccc(OCc2nnc(SCC(=O)NC3CCCCC3)n2C)cc1	100	99	1	x	22	0.6	103	102	101	99	12
O=C(CSc1nc(-c2ccccc2)cc(=O)[nH]1)NCc1ccc2c(c1)OCO2	96	99	18	-6	13	1.9	101	101	99	100	31
O=C(NCCCCNC(=O)c1cccnc1)c1cccnc1	98	100	1	2	8	0.0	103	103	102	102	33
COc1cccc(N(CC(=O)NCC2CCCO2)C(=O)CCC(=O)Nc2nccs2)c1 (stereo not given)	98	104	-1	5	5	-0.2	99	100	98	98	24
COc1ccc(-c2ccc(-c3noc(C(C)C)n3)c(OC)n2)cc1	99	98	x	x	4	x	99	101	100	98	17
CCCNS(=O)(=O)c1ccc(OCC(=O)NCc2ccco2)cc1	101	104	1	x	8	0.3	106	103	105	104	25
O=C(CCCc1nc2ccccc2s1)N1CCN(c2ccccc2F)CC1	97	95	13	-19	12	1.2	98	99	96	95	11
Cc1ccc(C(=O)Nc2nc(-c3ccccc3)c(-c3ccccc3)o2)cc1	97	100	3	-14	6	-0.6	98	98	98	97	16
CCCN1C=CC(=C/C=C(\C#N)C(=O)OCC)C=C1	100	100	15	x	8	0.5	101	101	101	103	36
O=C1CSC(c2ccccn2)N1c1ccccc1 (stereo not given)	97	91	-1	x	9	-0.2	94	99	94	94	4
CCCN(CCC)S(=O)(=O)c1ccc(NC(=O)c2cc(C(=O)OC)cc([N+](=O)[O-])c2)cc1	98	102	3	11	11	0.8	101	99	104	104	23
CCCCN(CC)CCCNC(=O)C1CCN(c2ncnc3c2sc2cccc(F)c23)CC1	96	110	8	-32	13	0.0	100	101	100	100	8
O=C(C1=C(O)C(=O)N(CCc2ccccc2)C1c1cccnc1)c1ccco1 (stereo not given)	97	103	22	x	9	-0.6	99	103	100	101	15
CCC(=O)c1ccc(OCC(O)CNCc2ccc(F)cc2)cc1 (stereo not given)	96	97	1	x	21	0.2	97	101	95	93	14
S=C(NCC1CCCCC1)Nc1cccnc1	99	101	0	-13	1	0.0	100	101	98	99	10
O=c1oc2ccccc2cc1-c1csc(NN=C2CCCCC2)n1	99	101	0	x	6	-0.1	102	105	101	99	6
Nc1cc(Cl)ccc1N1CCCCC1	97	105	1	-20	10	0.4	96	102	98	99	8
S=C(NCCCN1CCOCC1)Nc1ccc(Cl)c(Cl)c1	102	101	-4	x	12	-0.9	104	108	104	101	12
COc1cccc(/C=C/c2nc3c(cnn3-c3ccccc3)c(=O)[nH]2)c1	93	95	10	-10	13	0.6	91	94	94	94	18
Cc1cccc(NC(=O)CSc2nc3c(c(=O)[nH]2)CCCC3)c1C	101	101	4	x	8	0.8	100	102	99	100	58
CCOc1ccc(NC(=S)N2CCN(C/C=C/c3ccccc3)CC2)cc1	96	95	17	17	9	1.2	94	99	95	95	15
CN(Cc1ccccc1)Cc1c(F)cccc1F	96	95	3	9	33	0.5	93	96	96	98	10
CC1CCc2nc(N)c(C#N)c(-c3cccnc3)c2C1 (stereo not given)	101	100	1	x	20	0.1	98	104	101	102	14
CS(=O)(=O)N(CC(=O)N1CCOCC1)c1ccc2c3c(cccc13)CC2	99	101	2	x	8	0.2	102	106	102	101	47
CNc1cc([N+](=O)[O-])ccc1N/C=C/C(=O)c1ccc2c(c1)OCO2	98	101	8	-10	43	-0.5	102	105	99	100	11
CN(NC(=O)c1c(Cl)cccc1Cl)c1cccc(Cl)n1	98	100	1	8	22	0.3	98	102	96	98	10

In the list so far, eleven have a Cl atom:
SMILES	Rac1 mut GTP	Rab7 wt modul	ABCG2 inh	Pf gametocyte	Avidin fluor	ABCB1 block	Cdc42 wt	Rac1 wt modul	HRas wt GTP	Rab2 wt GTP	GSH bead fluor
Cc1nnc(SC(C(=O)Nc2ccc(Cl)c([N+](=O)[O-])c2)c2ccccc2)[nH]c1=O (stereo not given)	88	93	-2	7	10	-0.6	90	94	90	92	16
CC1=C(C#N)CCC(=O)N1Cc1c(F)cccc1Cl	99	101	0	-12	14	0.1	96	99	99	99	11
N#Cc1cc(-c2ccc(Cl)cc2)cn(Cc2c(Cl)cccc2Cl)c1=O	97	101	1	x	9	0.3	97	99	99	98	23
CN(C)c1oc(-c2ccccc2Cl)nc1P(=O)(c1ccccc1)c1ccccc1	93	96	5	x	11	0.8	95	102	94	94	43
Clc1cccc(Cl)c1CSc1nnc(CN2CCOCC2)n1-c1ccccc1	101	103	3	x	13	1.1	104	108	105	102	65
O=[N+]([O-])c1cccc2c(Cl)ccnc12	94	106	14	-10	10	0.0	95	98	97	99	8
CSc1nnnn1-c1ccc(C)c(Cl)c1	97	103	1	x	5	0.3	98	97	97	94	10
Cc1c(Cl)cccc1NC(=O)Cn1nnc(C(=O)NCc2cccs2)c1N	98	97	-1	10	9	0.3	100	103	99	99	11
Nc1cc(Cl)ccc1N1CCCCC1	97	105	1	-20	10	0.4	96	102	98	99	8
S=C(NCCCN1CCOCC1)Nc1ccc(Cl)c(Cl)c1	102	101	-4	x	12	-0.9	104	108	104	101	12
CN(NC(=O)c1c(Cl)cccc1Cl)c1cccc(Cl)n1	98	100	1	8	22	0.3	98	102	96	98	10
